# Source: PubChem
# Pf gamet viab: late stage P. falciparum gametocyte viability inhibitors, primary screen, ATP luminescence, HTS | P. falciparum stage V gametocytes, 24 h | inhibition, % at 10.9 µM | 150,000 tested, 0.065% active;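 active means inhibition above the mean plus 3 SD of compounds within the control limits, set per campaign, cut at about 38% in these data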;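 further: 0% = DMSO wells and 100% = medium only without gametocytes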
# Avidin bead fluor: green autofluorescence of compounds with avidin beads – biophysical, 488/530 nm, flow cytometry, artefact control, profiling panel; fluorescence (KMESF) at 10 µM; 220,000 tested, 0.38% active; compound fluorescence 488/530 nm; stronger effect = higher value; in the data active means fluorescence above about 47; further: inactives centre near 10
# Active calls of the source: *. An excerpt. The share of hits here may be higher or lower than overall.
SMILES,Pf gamet viab,Avidin bead fluor
O=C(NNC(=S)NC1CC2C=CC1C2)c1ccncc1 (stereo not drawn),-4,9
NNC(=O)c1cc2c(s1)-c1cc(Cl)ccc1SC2,-6,12
Cc1noc(C)c1C(=O)NNc1cc(Cl)ccc1Cl,4,3
COc1ccc2c(c1)CCc1cc(C(=O)O)sc1-2,14,8
COc1cc(NC(=O)c2csc(-c3ccncc3)n2)cc(C(=O)Nc2cccc(C(F)(F)F)c2)c1,1,8
CN(C)/C(=N\O)c1c(Cl)cccc1Cl,7,6
S=c1[nH]nc(-c2ccc(Cl)cc2)n1/N=C/C=C/c1ccco1,-24,7
COc1ccc(NS(=O)(=O)c2ccc(/C=C/C(=O)O)cc2)cc1S(=O)(=O)N1CCOCC1,-32,8
CCN1CCN(C(=S)NC(CC(=O)c2ccccc2)c2ccccc2)CC1 (stereo not drawn),4,7
CS/C(N)=N/N=C/c1c(O)ccc2ccccc12,16,4
O=C(CC(=O)Nc1ccccc1C(=O)O)NNC(=O)Cc1ccccc1,-11,7
Cc1nc(Sc2ccc(Cl)cc2)c(C#N)c(C)c1[N+](=O)[O-],10,6
O=C(N/N=C/c1ccccn1)NC12CC3CC(CC(C3)C1)C2,-6,8
CC(CN1CCN(C)CC1)OC(=O)c1cccc(Cl)c1 (stereo not drawn),28,7
CN(C)c1ccc(P(=O)(OCc2ccccc2)C(O)c2ccccc2F)cc1 (stereo not drawn),3,4

# Taken from above:
# Avidin bead fluor, `NNC(=O)c1cc2c(s1)-c1cc(Cl)ccc1SC2` reads 12
# Avidin bead fluor, `O=C(N/N=C/c1ccccn1)NC12CC3CC(CC(C3)C1)C2` reads 8

# A section taken from the entries so far, as a working copy:
SMILES,Pf gamet viab,Avidin bead fluor
O=C(NNC(=S)NC1CC2C=CC1C2)c1ccncc1 (stereo not drawn),-4,9
NNC(=O)c1cc2c(s1)-c1cc(Cl)ccc1SC2,-6,12
Cc1noc(C)c1C(=O)NNc1cc(Cl)ccc1Cl,4,3
COc1ccc2c(c1)CCc1cc(C(=O)O)sc1-2,14,8
COc1cc(NC(=O)c2csc(-c3ccncc3)n2)cc(C(=O)Nc2cccc(C(F)(F)F)c2)c1,1,8
CN(C)/C(=N\O)c1c(Cl)cccc1Cl,7,6

# Further records follow:
SMILES,Pf gamet viab,Avidin bead fluor
CN(C)c1cc(Nc2ccc(O)cc2)c([N+](=O)[O-])c2nonc12,6,8
C=CCS/C(N)=N\N=C\c1c(O)ccc2ccccc12,-57,3
OC[C@H]1OC(Nc2ccc(N=Nc3ccccc3)cc2)[C@@H](O)[C@@H](O)[C@@H]1O (stereo partly drawn),-16,5
O=C(COc1ccc(Cl)cc1Cl)N/N=C/c1ccc(OC2OC(CO)C(O)C(O)C2O)cc1 (stereo not drawn),-1,5
O=C(O)CCCC(=O)N1CCN(c2ncccn2)CC1,8,3
CC1CCc2c(sc3ncn(CC(=O)N=Nc4c(O)[nH]c5ccccc45)c(=O)c23)C1 (stereo not drawn),11,8
CCn1c(SCC(=O)Nc2ccccc2)nnc1-c1cccs1,2,9
O=C(CP(=O)(c1ccccc1)c1ccccc1)Nc1cccc(CP(=O)(c2ccccc2)c2ccccc2)c1,-19,6
O=C(Nc1nc2cc3c(cc2s1)OCO3)C1CC1,2,7
Cc1ccc2nc(Cl)c(C3CC(c4ccco4)=NN3C(=O)CCCC(=O)O)cc2c1 (stereo not drawn),-8,4
COc1ccccc1/C=C/C=N/n1c(-c2n[nH]c3c2CCC3)n[nH]c1=S,2,8
CCOC(=O)c1ccc(N2C(=O)CC(Nc3ccc(O)cc3)C2=O)cc1 (stereo not drawn),2,7
CN(C(=O)CSc1ncnc2sccc12)c1c(N)n(Cc2ccccc2)c(=O)[nH]c1=O,6,6
COc1ccccc1NC(=O)C(=O)/C=C(\O)c1ccccc1,5,6
CC1CCc2c(sc(/N=C/c3ccco3)c2C(N)=O)C1 (stereo not drawn),7,9
Cc1ccc(N2C(=O)C3ON(c4ccccc4)C(CC(C)C)C3C2=O)cc1 (stereo not drawn),3,6
O=C(CCc1nnc(CCc2ccccc2)o1)NC(c1cccnc1)C(F)(F)F (stereo not drawn),-1,7
Cc1ccc(C)c(CSc2nnc([C@@H]3CCCN3)o2)c1,19,7
CN(c1ccccc1)S(=O)(=O)c1cccc(NC(=O)COC(=O)C2CCCCC2)c1,-1,5
O=C(CCn1cnc2ncccc2c1=O)N1CCN(c2cccc(Cl)c2)CC1,-5,6
CCN(CC)CCCNc1oc(-c2ccccc2[N+](=O)[O-])nc1C#N,-11,8
O=C1CSC(=Nc2cccc(Cl)c2Cl)N1Cc1cccnc1,18,3
O=C(NNC(=S)Nc1ccc(Cl)c(Cl)c1)c1cccc([N+](=O)[O-])c1,-19,5
S=C(NCCN1CCCCC1)Nc1ccc(Br)cc1,2,25
CC(C)[n+]1ccn(C2=C([O-])c3ccccc3C(=O)/C2=N\S(=O)(=O)c2ccccc2)c1,2,4
Oc1ccc(N2CCN(c3nc(-c4cccs4)nc4ccccc34)CC2)cc1,-8,5
O=C(C1CC1)N1CCc2sccc2C1c1ccc(Cl)cc1 (stereo not drawn),-9,3
O=C(CN1CCCc2ccccc21)N/N=C/c1ccc(F)cc1F,-6,10
CCC1=C2CC[C@H]3C(=O)N(CC)C(=O)[C@H]3[C@H]2[C@@]2(Cc3ccccc3)C(=NCc3ccccc3)OC(=O)N2C1=O,4,7
Cc1onc(C(=O)Nc2c(C)n(C)n(-c3ccccc3)c2=O)c1[N+](=O)[O-],7,8
NC(=O)C1CCN(c2c([N+](=O)[O-])cc(C(F)(F)F)cc2[N+](=O)[O-])CC1,1,6
CCOC(=O)Cc1csc(NC(=O)Nc2ccc(F)cc2)n1,0,6
COc1ccc(Cn2c(O)c(C=Nc3ccccc3C(=O)O)c3ccccc3c2=O)cc1,7,4
CN1CCN(c2nc3ccccc3nc2C(C#N)S(=O)(=O)c2ccccc2)CC1 (stereo not drawn),4,5
CC(C)C1(CCNC(=O)c2cccs2)CCOC(C)(C)C1 (stereo not drawn),-6,8
CC(=O)NCCNC(=O)c1ccc(NC2=NC3CS(=O)(=O)CC3S2)cc1 (stereo not drawn),-8,5
CC(C)NCC(=O)C12CC3CC(CC(C3)C1)C2,-3,9
COc1ccc(CC(=O)O/N=C(\N)c2ccncc2)cc1,-18,8
C=C1CCN([C@@H](C)C(=O)OCc2ccc(C)cc2)S(=O)(=O)c2ccccc21,-24,9
O=S(=O)(c1ccc(Br)s1)N1CCN(c2ccnc3cc(Cl)ccc23)CC1,-17,6
Cc1ccccc1Cn1cc(NC(=O)c2cc(C3CC3)on2)cn1,18,5
CC1(C)c2ccccc2N2CC(=O)N[C@@]21/C=C/C=C/c1ccccc1,-8,7
CCOC(=O)c1sc(Nc2ccc(Br)cc2)nc1C,-32,7
N#CCC(=O)Nc1ccc(C(=O)Nc2cccnc2)cc1,1,6
CC(C)[C@@H](N)C(=O)N/N=C/c1ccc2nccnc2c1,-17,8
CCCCCc1nc2c(c(=O)c3ccccc3n2C)c(=O)n1Cc1ccc(OC)cc1,0,5
Cc1nnsc1C(=O)N1CCN(c2cc(C(F)(F)F)ccn2)CC1,12,11
Cc1cccc(N2C(=O)/C(=C/c3ccccn3)SC2=S)c1,0,5
CN(C)c1ccc(-c2cc([C@H]3[C@@H]4C=CCC[C@@]4(C)C(=O)N3Cc3ccccc3)ccc2F)cc1,-57,16
O=C(C[n+]1ccc2ccccc2c1)c1ccccc1,22,5
Cc1cccc(OCCSc2nc(N)cc(N)n2)c1,16,5
CN1CCN(c2ccc(CNS(=O)(=O)c3ccccc3)cc2)CC1,1,8
Cn1ncc(C#N)c1NC(=O)C1CC(c2ccccc2Cl)=NO1 (stereo not drawn),7,10
COc1ccc(-c2ncnc(C(F)(F)F)c2-c2csc(C)n2)c(O)c1,2,6
O=C(CN1CCOCC1)NNc1c2ccccc2nc2ccccc12,11,7
COc1cc(/C=C(\C#N)C(N)=O)ccc1OCc1c(C)no[n+]1[O-],-16,4
O=C(O)COCc1nc2ccccc2s1,0,8
CCOC(=O)C1(Cc2cccc(F)c2)CCN(CC(O)CO)CC1 (stereo not drawn),-4,4
CCCNC(=O)CCn1nc(-c2ccc(Cl)cc2)c2ccccc2c1=O,-29,7
CC1=C(C#N)S(=O)(=O)C(C#N)C(c2ccccc2)C1 (stereo not drawn),-2,6

# (list continues)
SMILES,Pf gamet viab,Avidin bead fluor
CCOC(=O)Cc1csc(CC(N)=O)n1,3,19
O=C(Nc1c(S(=O)(=O)c2ccccc2)csc1Br)c1ccccc1Cl,-16,4
CC1(C)CC(=O)C=C(NCCN2CCN(C(=S)Nc3ccc(F)cc3)CC2)C1,10,8
Cn1nc(C(=O)OCC(=O)Nc2cccc(S(=O)(=O)N3CCCC3)c2)c2ccccc2c1=O,3,14
CCOc1ccc(OCCSc2nc(N)cc(=O)[nH]2)cc1,-37,9
O=C(O)CNC(=O)C(c1ccccc1)c1ccccc1,4,7
COc1ccc(/C(C)=N/NC(=O)CNC(=O)CCc2ccccc2)c(OC)c1,-7,8
COc1ccc(NC(=O)Cc2c(F)c(F)c(F)c(F)c2F)cc1OC,3,18
COc1ccc(CC(=O)Nc2ccccc2N2CCCCC2)cc1OC,8,7
O=C(O)c1ccc2ncc(NC(=O)c3ccc(F)cc3)c(=O)n2c1,-1,7
COc1ccc(S(=O)(=O)N2CCOC2CNC(=O)C(=O)NCc2cccnc2)cc1OC (stereo not drawn),-2,8
O=C(CN1C2CCCC1CC(NC(=O)C1CCCCC1)C2)NCc1ccc(F)cc1 (stereo not drawn),-3,8
Cc1[nH]c2c(C)cccc2c1CN1CCC(CO)(Cc2ccccc2)CC1,13,6
Cc1cccc(-c2noc(-c3ccccc3C(=O)NCc3ccco3)n2)c1,23,4
O=C(O)/C=C/C(=O)Nc1ccc2c(c1)C(=O)c1ccccc1C2=O,-13,7
Cc1ccc(N(CC(=O)NCc2ccco2)C(=O)CCC(=O)Nc2nccs2)cc1,-15,9
Cn1c(=O)[nH]c(=O)c2c1nc1n2CCCN1Cc1ccccc1,1,9
Cc1ccc(-c2cc(Cc3ccc(F)cc3)c(=O)[nH]n2)cc1,-43,7
Nc1[nH]n(-c2ccccc2)c(=O)c1N=Nc1ccccc1,12,3
Cn1c(N)nc2ccccc2c1=O,-5,7
COC(=O)c1sccc1NC(=O)CC1C(=O)NCCN1C(=O)c1ccc(F)cc1 (stereo not drawn),-3,11
NC(=O)NC(=O)CSc1nc2cc([N+](=O)[O-])ccc2n1-c1cccc(C(F)(F)F)c1,-2,9
CC(=O)N(CCC(c1ccco1)C(C)C)Cc1ccc(OC(C)C)cc1 (stereo not drawn),2,6
COCCCNC(=S)NNC(=S)Nc1cccc(Cl)c1,-7,6
CSc1sc(C(=O)N2CCCCC2)c(-c2cccs2)c1C#N,-8,6
COc1ccc(OC)c(Nc2nc(NCc3ccco3)nc(N)c2[N+](=O)[O-])c1,2,7
CC(C)CCNC(=O)c1cc2c(s1)-c1ccccc1S(=O)(=O)C2,2,8
Cc1cc(NC(=O)c2ccc([N+](=O)[O-])cc2)n(C)n1,12,6
Cc1ccc(Nc2nnc(SCC(=O)Nc3cc(C(=O)O)ccc3C)s2)c(C)c1,-19,3
Cc1nn(-c2ccccc2)c(C)c1/C=N/NC(=O)c1cnccn1,-44,9

# Looked up by compound from above, six records:
SMILES,Pf gamet viab,Avidin bead fluor
Cn1c(=O)[nH]c(=O)c2c1nc1n2CCCN1Cc1ccccc1,1,9
Nc1[nH]n(-c2ccccc2)c(=O)c1N=Nc1ccccc1,12,3
Cn1c(N)nc2ccccc2c1=O,-5,7
Cc1cc(NC(=O)c2ccc([N+](=O)[O-])cc2)n(C)n1,12,6
COC(=O)c1sccc1NC(=O)CC1C(=O)NCCN1C(=O)c1ccc(F)cc1 (stereo not drawn),-3,11
Cc1ccc(-c2cc(Cc3ccc(F)cc3)c(=O)[nH]n2)cc1,-43,7

# Next part:
SMILES,Pf gamet viab,Avidin bead fluor
Cc1ccc(Sc2c([N+](=O)[O-])c(C)nn2C)cc1,6,3
O=C(CSc1nc(-c2ccccc2)nc2ccc(F)cc12)Nc1cccc(C(=O)O)c1,-12,8
COC(=O)C1(c2ccccc2)NC(c2ccc(O)cc2)C2C(=O)N(c3ccc4c(c3)OCO4)C(=O)C21 (stereo not drawn),7,14
Cc1ccc(NS(=O)(=O)c2cc(NC(=O)c3cc(=O)[nH]c(=O)[nH]3)ccc2Cl)c(C)c1,-16,11
O=C(O)c1ccc(/C=N/N2CCN(C3c4ccccc4-c4ccccc43)CC2)cc1,-7,11
Cc1cc(C)n2cnnc2n1,-11,7
COc1ccc(C(=O)Nc2nc3cc4c(cc3s2)OCCO4)c(OC)c1,-9,14
CC(/C=C/c1ccc2c(c1)OCO2)=N\NC(=O)C(O)c1ccccc1 (stereo not drawn),5,3
CC1(C)OC(=O)C(=NNc2ccc(C(=O)O)cc2)C(=O)O1,-3,7
CC1(C)C2CCC1(C)C(OC(=O)C[n+]1ccccc1)C2 (stereo not drawn),-2,7
Cc1ccnn1CC(=O)N/N=C/c1cn[nH]c1-c1ccc(F)cc1,5,3
CC(=O)C1C(c2ccc(Br)cc2)c2c(noc2C)CC1(C)O (stereo not drawn),-3,5
COc1ccc(/C=C/C(=O)NC(=S)N2CCN(c3ccccn3)CC2)cc1,5,5
C(=N\N1CCN(c2ccccn2)CC1)/c1cccc2ccccc12,5,7
Cc1cc(C)nc(Nc2nc3ccccc3o2)n1,-4,11
CS(=O)(=O)Oc1ccc2c(c1)O/C(=C\c1cccnc1)C2=O,-23,7
Cc1cccc(NNC(=O)C2CCC2)c1,-8,7
Cc1ccc(CNCC(=O)Nc2ccc(N3CCOCC3)cc2)cc1,22,5
CC1(CCl)N([O-])C2=C(CCCC2)[N+]1=O (stereo not drawn),1,8
Cc1cccc(Nc2nc(NCc3ccco3)nc(N)c2[N+](=O)[O-])c1,-17,3
COc1ccc(OCCCC(=O)Nc2nccs2)cc1,8,4
